Compound activity as filed in PubChem.
Mtb BioA inh: blocks M. tuberculosis BioA enzyme activity; purified M. tuberculosis BioA enzyme, plate reader; inhibition, % at 9.99 µM; actives 0.096% (n = 360,000); in the data active = inhibition above about 40%
GDH-TPI counter: GDH-TPI coupled enzyme inhibition counter-screen | GDH-TPI coupled enzyme counterscreen, NADH absorbance | inhibition, % at 4.8 µM | actives 1.2% (n = 360,000);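 note: 0% = DMSO wells and 100% = wells lacking the enzyme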
FadD28 binding: inhibitors of Mycobacterium tuberculosis FadD28 bisubstrate binding; FadD28 bisubstrate probe binding, fluorescence polarization; actives 0.22% (n = 360,000); inhibition, % at 12.5 µM; in the data active = inhibition above about 8.5%, passing the limit was not always enough
Rv3671c inh: inhibitors of M. tuberculosis serine protease Rv3671c. AID 2606. P9WHR9. actives 0.048% (n = 320,000). inhibition, % at 5.96 µM; in the data active = inhibition above about 38%;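 note: extracellular domain of Rv3671c used as enzyme; 0% = enzyme with DMSO and 100% = no enzyme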
VHR inh abs: inhibitors of human VHR1 phosphatase (DUSP3) | inhibition, % at 13.3 µM | P51452 | recombinant VHR phosphatase, pNPP absorbance | actives 0.52% (n = 290,000); in the data active = inhibition above about 50%; note: some compounds called inactive have numbers as strong as hits
Target sequence (P51452 whole entry, looked up): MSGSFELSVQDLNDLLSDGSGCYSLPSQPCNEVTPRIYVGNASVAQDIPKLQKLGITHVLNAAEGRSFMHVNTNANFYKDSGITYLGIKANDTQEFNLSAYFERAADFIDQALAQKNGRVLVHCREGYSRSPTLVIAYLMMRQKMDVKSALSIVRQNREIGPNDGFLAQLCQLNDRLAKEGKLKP
BoNT F protease: blocks Botulinum neurotoxin F light chain protease; Multiplex microsphere protease cleavage assay, flow cytometry; inhibition, % at 10 µM; actives 0.22% (n = 360,000); in the data active = inhibition above about 35%, passing the limit was not always enough; note: plate controls were buffer without enzyme for full effect and enzyme alone for no effect
MazF activator: increases E. coli MazEF RNase cleavage of RNA; AID 504720; activation, % at 20 µM; actives 0.32% (n = 350,000); FAM/BHQ RNA-DNA oligo cleavage fluorescence, 5 h; in the data active = activation above about 50%
CCHFV vOTU inh: blocks the CCHF virus ovarian tumor domain protease | CCHFV vOTU protease, Pep-AMC fluorescence | actives 0.55% (n = 370,000) | AID 651958 | inhibition, % at 11.5 µM; note: 0% = vehicle wells with enzyme and 100% = no enzyme wells
Mtb FBA inh: inhibitors of M. tuberculosis fructose-bisphosphate aldolase | purified M. tuberculosis FBA, fluorescence read-out | inhibition, % at 1 µM | actives 2.3% (n = 360,000) | AID 588726; in the data active = inhibition above about 27%;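 note: 0% = vehicle and 100% = reference inhibitor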
Target sequence (P9WQA3 whole entry, looked up): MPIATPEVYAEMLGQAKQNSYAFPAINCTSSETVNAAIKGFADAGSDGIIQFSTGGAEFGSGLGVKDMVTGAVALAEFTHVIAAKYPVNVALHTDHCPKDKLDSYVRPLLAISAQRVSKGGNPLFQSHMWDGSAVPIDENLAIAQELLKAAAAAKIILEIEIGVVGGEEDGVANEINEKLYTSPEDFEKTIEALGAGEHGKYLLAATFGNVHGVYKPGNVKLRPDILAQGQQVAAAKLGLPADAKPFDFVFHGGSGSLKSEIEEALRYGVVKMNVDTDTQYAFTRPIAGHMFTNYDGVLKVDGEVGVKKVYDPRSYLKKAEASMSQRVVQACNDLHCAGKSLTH
Mtb UGM inh: inhibitors of M. tuberculosis UDP-galactopyranose mutase; actives 0.06% (n = 320,000); inhibition, % at 10 µM; purified UGM, fluorescence polarization probe displacement; in the data active = inhibition above about 10%, passing the limit was not always enough
Target sequence (P9WIQ1 whole entry, looked up): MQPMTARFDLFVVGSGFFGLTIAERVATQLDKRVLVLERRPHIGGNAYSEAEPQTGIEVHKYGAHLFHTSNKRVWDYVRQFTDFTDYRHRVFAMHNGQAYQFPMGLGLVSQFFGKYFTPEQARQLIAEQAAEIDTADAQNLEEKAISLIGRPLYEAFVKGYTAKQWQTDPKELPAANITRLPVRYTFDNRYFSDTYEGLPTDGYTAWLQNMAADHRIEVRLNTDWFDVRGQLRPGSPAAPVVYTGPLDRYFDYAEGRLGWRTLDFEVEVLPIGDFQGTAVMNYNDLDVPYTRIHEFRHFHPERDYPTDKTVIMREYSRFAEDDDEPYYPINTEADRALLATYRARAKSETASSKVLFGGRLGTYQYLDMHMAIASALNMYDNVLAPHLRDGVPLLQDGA
* = called active by the depositor; nt = no result given. Cut-off read from the data, not from the text of the source, unless noted: active = inhibition above about 30%; inactive = the rest.

Screens in order: CCHFV vOTU inh, VHR inh abs, Rv3671c inh, GDH-TPI counter, Mtb UGM inh, MazF activator, FadD28 binding, Mtb BioA inh, Mtb FBA inh, BoNT F protease
> c1cnc2nc(CSc3ncn[nH]3)cn2c1
  -67, 23, 5, 3, 3.8, 7, -0.2, nt, 88*, 1
> Cc1nnc(SCC(=O)NC2CCS(=O)(=O)C2)n1-c1ccccc1 (configuration not stated)
  5, 8, -4, 1, 3.1, -31, -1.8, -1.9, 1, -5
> CCCNC(=O)N1CCCC(C(=O)c2cccc(Cl)c2)C1 (configuration not stated)
  11, 8, -6, 1, 1.4, 8, -1.6, 2.4, -1, -1
> COc1ccc(NC(=O)CN2C(=O)NC3(CC(C)CC(C)(C)C3)C2=O)cc1S(=O)(=O)N1CCCCC1 (configuration not stated)
  16, nt, -6, 3, 0.3, 2, -7.4, 0.7, 0, 0
> O=C(COC(=O)c1ccc2c(c1)OCO2)Nc1nc(-c2ccccc2)cs1
  -12, 17, -20, -3, 1.9, -31, -2.5, nt, 0, -6
> Cc1nccn1CCCN1C(=O)CNC1=S
  -2, -3, 1, 2, -4.3, -1, -0.2, nt, 1, 2
> Cc1nnc(SCC(=O)NC(=O)NCc2ccco2)s1
  6, 22, 6, -7, 0.2, 13, -2.6, nt, -3, 2
> O=S(=O)(Nc1cc(S(=O)(=O)N2CCOCC2)ccc1N1CCCC1)c1cccs1
  5, 22, 9, 3, -2.1, 8, -13, -0.7, -2, -6
> O=C(COc1ncnc2scc(-c3ccccc3)c12)NC1CCCc2ccccc21 (configuration not stated)
  -15, 1, -10, -4, 0.2, -1, 1.3, 0.0, 3, 15
> CC(C)(C)c1ccc(C(O)c2ncc(-c3ccccc3)[nH]2)cc1 (configuration not stated)
  11, nt, nt, 6, nt, nt, -0.9, 0.0, 0, -1

2 compounds from above, limited to VHR inh abs:
smiles,VHR inh abs
c1cnc2nc(CSc3ncn[nH]3)cn2c1,23
O=C(COC(=O)c1ccc2c(c1)OCO2)Nc1nc(-c2ccccc2)cs1,17

The list continues:
Screens in order: CCHFV vOTU inh, VHR inh abs, Rv3671c inh, GDH-TPI counter, Mtb UGM inh, MazF activator, FadD28 binding, Mtb BioA inh, Mtb FBA inh, BoNT F protease
> CCCn1c(CNC(=O)c2ccccc2)nc2ccccc21
  -8, 21, 2, -2, -1.4, 3, -1.5, 2.6, -5, -7
> O=C(C1CCC1)N1CCc2cc(S(=O)(=O)NCc3ccco3)ccc21
  2, 6, 14, 5, -2.1, 6, -3.1, 0.9, -4, 4
> CN1CCN(c2ccccc2/C=C2/C(=O)Nc3ccccc32)CC1
  -10, 10, -6, 28, 0.5, 8, nt, -0.4, -6, -3
> COc1ccc(C(C)(C)C)cc1NC(=O)CCc1c(C)noc1C
  -1, nt, -7, -3, 0.3, -22, -4.1, 0.2, -1, 6
> COC(Cc1n[nH]c(=S)n1-c1ccc(Cl)cc1)OC
  -2, 33, 3, 3, -1.2, 6, 0.1, -2.4, 0, -2
> C/C(=N\Nc1cccc(Cl)c1)c1ccc(-n2ccnc2)cc1
  -2, 1, 3, 3, 0.0, -4, -3.2, nt, -2, 0
> CC1CCCCN1C(=O)CSc1nc2cc3c(cc2c(=O)n1Cc1ccc2c(c1)OCO2)OCO3 (configuration not stated)
  2, 9, -2, 22, 1.3, 0, -2.4, 1.8, -1, 1
> CCSC(=Nc1ccccc1)N1CCOCC1
  7, nt, 9, -4, -2.0, 9, 1.7, -0.7, -2, -1
> O=C(CNc1cccc(Cl)c1)c1ccc(Br)cc1
  12, 51*, 0, -9, 2.3, 18, -1.4, 1.0, 0, -7
> COc1ccc(C2/C=C\CN(C(=O)OCC3c4ccccc4-c4ccccc43)CC(=O)N2Cc2cccc(F)c2)cc1 (configuration not stated)
  10, nt, nt, 3, nt, -9, -1.0, -1.9, 1, -4
> COc1ccc(CCNC(=O)Cn2cnc3c2c(=O)n(C)c(=O)n3C)cc1OC
  8, 23, 12, -6, -5.6, -9, -0.5, -4.4, 0, 28
> CC(=O)Nc1cc(-c2cccc(C(=O)NCCO)c2)cn2c(-c3cccc(C(F)(F)F)c3)cnc12
  9, nt, nt, 11, nt, nt, -4.6, -5.9, 2, 1
> CC[C@H](C)[C@H]1CNC(=S)N1CC1CCN(CC2CCC(C)CC2)CC1 (some centres not stated)
  11, nt, nt, -6, nt, 10, -4.9, 2.3, -1, -4
> CC1CCN(S(=O)(=O)c2ccc(NC(=O)Cc3ccccc3)cc2)CC1
  2, 28, -16, 4, -0.2, -8, -5.3, -0.9, -3, -10
> CCOc1ccc(C(=O)CCN2CCCCC2)cc1
  1, -19, -5, 2, -0.8, -2, -4.4, nt, 2, -2
> O=C(CCc1ccccc1)Nc1cccc(NC(=O)CCc2ccccc2)c1
  -4, 19, -3, 3, -1.3, -9, -4.7, 0.2, 1, -7
> COc1ccc(NC(=O)C[C@H]2C(=O)N(C3CCCCC3)C[C@@H]2CSC)cc1
  -2, nt, nt, 4, nt, 8, -0.8, 0.5, 1, -2
> N/C(=N\NS(=O)(=O)c1ccccc1Cl)c1ccccn1
  1, nt, 3, 7, -1.6, 4, 1.3, nt, 4, -8
> Cc1ccc(OCCOCCNC(C)(C)C)c([N+](=O)[O-])c1
  1, -1, -2, 5, -1.8, 5, -1.4, -2.6, 2, 1
> Cc1cccc(OCc2nnc(SC(C)C(=O)Nc3ccc(N4CCOCC4)cc3)o2)c1 (configuration not stated)
  -10, nt, -1, 12, -0.8, -3, -2.4, -0.1, 0, 3
> C=CCn1c(N)cc(=O)nc1SC(C)C(=O)Nc1cccc2ccccc12 (configuration not stated)
  -10, 20, -9, 0, -0.1, -1, -5.0, -1.4, 5, 1
> Cc1ccc(N(CCC(=O)O)S(=O)(=O)c2cccc(C(F)(F)F)c2)cc1
  -3, -10, 11, 2, -0.3, -5, -1.0, 0.5, -1, -3
> Cn1c(=O)c2c(=O)cc(NNC(=O)C(C)(C)C)[nH]c2n(C)c1=O
  -1, 12, 2, -1, -0.8, -4, 0.4, -1.8, 4, 3
> Cc1ccc(NC(=O)CCN2C(=O)NC3(CCCC3)C2=O)c(C)c1
  6, nt, 3, 1, nt, -7, -2.1, 0.1, -3, nt
> COc1cccc(-c2nc(-c3ccc(NC(=O)c4cccs4)cc3)no2)c1
  0, 14, -10, 1, -0.6, -7, -3.0, 0.9, 3, 3
> O=C(c1cccs1)N1CCN(Cc2cn[nH]c2-c2ccc(F)cc2F)CC1
  -4, 6, nt, 14, nt, 7, -1.7, -1.9, 2, -1
> O=C(CCc1nnc(COc2ccccc2)o1)NC1(c2ccccc2)CC1
  -14, -15, 11, -4, 1.0, 1, -0.9, 2.0, 2, -1
> CC(NC(=O)CNC(=O)c1ccccc1Br)c1cccs1 (configuration not stated)
  2, nt, nt, -9, nt, 2, -4.8, -0.9, -3, -2
> CCn1c(=O)c2cc(C(=O)NCCN3CCOCC3)sc2c2ccccc21
  -38, 5, 4, 25, -1.0, 16, -1.0, -1.0, 75*, -1
> CCOC(=O)C(Cc1ccc(N)cc1)N1C(=O)c2ccccc2C1=O (configuration not stated)
  12, -10, 0, 20, -3.5, 2, -0.3, -2.0, 3, -9
> O=C(CN1C(=O)NC2(CCCC2)C1=O)Nc1ccc(S(=O)(=O)N2CCOCC2)cc1
  -5, -17, 1, 4, 0.5, 8, -0.1, -1.6, -1, 4
> CC1CCCCN1S(=O)(=O)c1ccc(NC(=O)c2cccs2)cc1 (configuration not stated)
  -36, 19, -25, -7, -0.3, -1, -8.0, -0.2, -1, -6
> COc1ccc(C(C)=O)cc1CSC(=N)N
  -4, 20, -4, 3, -4.3, 6, -2.5, nt, 4, -3
> O=C(N/N=C/c1c(O)n(Cc2ccccc2)c(=O)c2ccccc12)c1cccnc1
  4, 37, 2, 8, -1.3, -23, 11*, nt, -16, -1
> CCCCNC(=O)CCc1c(C)nc2c(c(C)nn2-c2ccccc2)c1C
  3, 66, nt, 4, 1.2, 4, -2.5, -1.4, 25, 10
> NC(N)=N/N=C/c1ccc(OCc2ccc(Cl)cc2)cc1
  8, -2, 3, 14, 0.0, -6, -5.6, nt, 5, -27
> O=C(Nc1ccc(Br)c(Br)c1)C1CCCO1 (configuration not stated)
  -5, nt, 1, 13, -2.8, 6, -0.3, -0.8, 6, -2
> N#C/C(=C\c1ccco1)c1nc2ccccc2s1
  -6, 4, -15, 20, -2.6, 54*, 1.1, nt, 1, 0
> Cc1ccc(/C=C2/SC(=S)N(CCC(=O)NCCCN3CCOCC3)C2=O)cc1
  -3, 11, -20, 7, 1.3, 0, -2.9, -1.9, 0, -9
> COc1cc(Cl)ccc1OCc1cc(C(=O)NC2CCc3ccccc32)no1 (configuration not stated)
  0, 16, 2, -4, 3.8, -5, 0.8, -1.5, 6, 3
> CN1C(=O)c2ccc(C(=O)NC3CCCCC3)cc2C1=O
  5, -28, 0, 11, 2.7, 2, -2.3, -3.1, 0, -7
> CCC(=O)Nc1ccc(N2CCN(Cc3ccccc3F)CC2)cc1
  18, -8, 3, 0, -2.0, 5, 1.2, -0.5, 2, 14
> COc1cccc(C(=O)NC(=S)Nn2cnnc2)c1OC
  1, 5, 3, 2, 1.1, -5, -2.9, nt, 2, -3
> CCn1c(=O)c(C(=O)Nc2cccnc2)c(O)c2ccccc21
  -1, nt, nt, 8, nt, -1, -1.3, 1.1, 1, 40*
> Cc1cc(NC(=O)CSCC(=O)OCC(=O)c2cccc(Br)c2)no1
  8, nt, -17, -1, 1.6, 0, -2.1, -0.3, -1, -2
> CN(Cc1ccccc1)C(=O)Nc1ccc(Cl)cc1
  -3, nt, 1, 9, -2.1, -7, -2.5, 0.1, 1, nt

Structures above that contain bromine, in the order listed:
Screens in order: CCHFV vOTU inh, VHR inh abs, Rv3671c inh, GDH-TPI counter, Mtb UGM inh, MazF activator, FadD28 binding, Mtb BioA inh, Mtb FBA inh, BoNT F protease
> O=C(CNc1cccc(Cl)c1)c1ccc(Br)cc1
  12, 51*, 0, -9, 2.3, 18, -1.4, 1.0, 0, -7
> CC(NC(=O)CNC(=O)c1ccccc1Br)c1cccs1 (configuration not stated)
  2, nt, nt, -9, nt, 2, -4.8, -0.9, -3, -2
> O=C(Nc1ccc(Br)c(Br)c1)C1CCCO1 (configuration not stated)
  -5, nt, 1, 13, -2.8, 6, -0.3, -0.8, 6, -2
> Cc1cc(NC(=O)CSCC(=O)OCC(=O)c2cccc(Br)c2)no1
  8, nt, -17, -1, 1.6, 0, -2.1, -0.3, -1, -2
